# Screening results: PubChem, several laboratories
# TcdB GH inh: inhibitors of Clostridioides difficile toxin B glycohydrolase | P18177 | TcdB glycohydrolase enzymatic assay, plate reader | inhibition, % at 9.99 µM | actives 0.24% (n = 350,000) | AID 652162; in the data active = inhibition above about 10%
# BH1578 lux ind: induces V. cholerae light production without autoinducers; V. cholerae BH1578 lux reporter, luminescence, 6 h; activation, % at 18.7 µM; actives 0.16% (n = 350,000); AID 588436; in the data active = activation mostly above about 9.7%, no sharp cut-off; inconclusive = no clear call, values can overlap the other calls; inactive = mostly below about 3.7%; note: not every result past the cut was called active; inactives centre near 0; reference of the scale not given here
# SARS 3CLpro inh: SARS-CoV 3CLpro protease inhibition | P0C6X7 | recombinant SARS-CoV 3CLpro, quenched FRET peptide cleavage | inhibition, % at 6 µM | actives 0.14% (n = 290,000) | AID 1706; in the data active = inhibition above about 12%
# Y pestis TopoI: blocks Yersinia pestis topoisomerase I activity; Y. pestis Topo-I cleavage product accumulation, plate reader; activity, % at 10 µM; actives 0.064% (n = 360,000); AID 504884; in the data active = activity above about 50%, passing the limit was not always enough; inconclusive = no clear call, values can overlap the other calls; note: inactives centre near 2
# PfHsp40 yeast: compounds rescuing yeast from Plasmodium falciparum HSP40 toxicity; S. cerevisiae expressing PfHsp40, growth rescue, ATP luminescence; growth rescue, % at 12.5 µM; actives 0.68% (n = 340,000); AID 504582; in the data active = growth rescue above about 28%, passing the limit was not always enough; inconclusive = no clear call, values can overlap the other calls;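 note: yeast W303a lacking pdr1 and pdr3 grown in galactose medium; growth measured after three days at 30 °C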
# CCHFV vOTU inh: CCHFV vOTU protease inhibition; Pep-AMC fluorescence; inhibition, % at 11.5 µM; actives 0.55% (n = 370,000); AID 651958; in the data active = inhibition above about 30%; note: 0% = vehicle wells with enzyme and 100% = no enzyme wells
# PriA SSB inh: inhibitors of Klebsiella pneumoniae PriA binding to SSB C-terminal tail. AID 1272365. inhibition, % at 33 µM. AlphaScreen SSBct-PriA binding, biotinylated peptide. actives 0.6% (n = 430,000); in the data active = inhibition mostly above about 37%, no sharp cut-off; inactive = mostly below about 20%;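 note: plate controls were negative control peptide for no effect and reference peptide for full effect; strong numbers were not always called active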
# Anthrax LF prot: inhibitors of Bacillus anthracis lethal factor protease | P15917 | multiplex microsphere protease cleavage assay, LF | inhibition, % at 10 µM | actives 0.12% (n = 360,000) | AID 588501; note: plate controls were buffer without enzyme for full effect and enzyme alone for no effect
# Target sequence (P15917 whole entry, looked up): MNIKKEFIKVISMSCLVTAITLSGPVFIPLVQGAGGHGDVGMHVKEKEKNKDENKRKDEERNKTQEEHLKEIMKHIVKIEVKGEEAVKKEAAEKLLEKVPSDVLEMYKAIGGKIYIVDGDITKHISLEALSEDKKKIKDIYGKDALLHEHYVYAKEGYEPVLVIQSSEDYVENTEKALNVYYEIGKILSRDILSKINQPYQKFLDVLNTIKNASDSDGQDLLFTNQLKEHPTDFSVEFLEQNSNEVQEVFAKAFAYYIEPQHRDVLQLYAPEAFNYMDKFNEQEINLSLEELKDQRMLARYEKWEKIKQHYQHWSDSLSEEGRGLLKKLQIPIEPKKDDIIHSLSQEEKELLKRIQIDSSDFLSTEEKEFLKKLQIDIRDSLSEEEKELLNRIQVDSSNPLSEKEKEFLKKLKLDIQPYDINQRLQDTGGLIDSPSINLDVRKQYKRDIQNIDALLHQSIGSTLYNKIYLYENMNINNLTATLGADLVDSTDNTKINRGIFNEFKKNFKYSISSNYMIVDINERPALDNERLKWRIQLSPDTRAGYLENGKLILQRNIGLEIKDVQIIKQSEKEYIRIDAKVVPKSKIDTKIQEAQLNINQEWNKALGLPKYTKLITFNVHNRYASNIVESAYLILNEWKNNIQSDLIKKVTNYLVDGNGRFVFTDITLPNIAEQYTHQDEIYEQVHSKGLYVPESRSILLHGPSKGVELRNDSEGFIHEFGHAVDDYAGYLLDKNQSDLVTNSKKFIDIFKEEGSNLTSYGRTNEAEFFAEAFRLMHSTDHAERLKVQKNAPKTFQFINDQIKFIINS
# BoNT-A LC inh2: inhibitors of Botulinum neurotoxin A light chain protease. multiplex microsphere protease substrate cleavage, flow cytometry. inhibition, % at 10 µM. actives 0.17% (n = 360,000). AID 588499; note: plate controls were buffer without enzyme for full effect and enzyme alone for no effect
# DUSP3 inh: blocks human VHR1 dual specificity phosphatase; AID 1654; actives 0.52% (n = 290,000); P51452; recombinant VHR phosphatase, pNPP absorbance; inhibition, % at 13.3 µM; in the data active = inhibition above about 50%; note: some compounds called inactive have numbers as strong as hits
# Target sequence (P51452 whole entry, looked up): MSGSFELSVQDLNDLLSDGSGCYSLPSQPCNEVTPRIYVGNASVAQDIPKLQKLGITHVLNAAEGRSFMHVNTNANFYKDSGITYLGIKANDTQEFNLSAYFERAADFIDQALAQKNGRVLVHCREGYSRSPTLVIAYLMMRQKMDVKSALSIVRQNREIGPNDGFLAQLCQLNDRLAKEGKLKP
# Starred values were filed as active, the others as inactive; i = inactive; ? = inconclusive; · = no result given; & = joins results of further samples. Cut-off read from the data, not from the text of the source, unless noted: active = inhibition above about 30%; inconclusive = no clear call, values can overlap the other calls; inactive = below that. This is a subset. The share of hits here may be higher or lower than overall.
SMILES,TcdB GH inh,BH1578 lux ind,SARS 3CLpro inh,Y pestis TopoI,PfHsp40 yeast,CCHFV vOTU inh,PriA SSB inh,Anthrax LF prot,BoNT-A LC inh2,DUSP3 inh
CCn1c(-c2cc(-c3ccccc3)sc2N)n[nH]c1=S,2.5,0.6,0,-8,5.3,-6,2,0,-0.2,26
C[C@@H]1CN([C@H](C)CO)C(=O)CCCn2nncc2CO[C@@H]1CN(C)S(=O)(=O)c1cn(C)cn1,-0.6&1.3,-2.1,·,1,·,2,·,-3,0.1,·
CC(=O)Oc1ccc(C2C3=C(CC(C)(C)CC3=O)Nc3cc4c(cc32)OCCO4)cc1 (stereo unspecified),0.8,-0.1,0,-7,0.2,-33,-5,-6,0.8,27
Cc1ccc(-c2nc3ccccc3c(=O)n2Cc2ccccc2)cc1,·,-0.6,4,-1,-0.2,4,-3,2,2.5,2
CC(=O)c1sc(NC(=O)c2cccs2)nc1C,2.9,-0.5,3,3,·,-11,-7&-10,-8,-2.2,31
CCN(CC)S(=O)(=O)c1ccc(N2CCCCC2)c(NC(=O)/C(C#N)=C/c2ccc(OC)cc2)c1,·,i,3,4,0.2,1,-1,-2,0.4,-2
CCOc1ccc(Nc2nc(Cc3nnc(SCC(=O)NC4CCCC4)n3C)cs2)cc1,2.0,i,-1,8,0.8,1,-1,1,1.4,39
NS(=O)(=O)c1ccc(N2N=C(c3ccccc3)CC2c2ccccc2Br)cc1 (stereo unspecified),0.9,i,·,36,-0.3,-136,-7,2,-0.1,·
Cc1ccc(C(=O)Nc2nnc(S(=O)(=O)Nc3ccccc3C)s2)cc1C,-0.4,-1.2,6,0,0.5,6,2,1,-0.2,9
CC[C@]1(C(=O)OC)[C@H]2C(=O)N(C)C(=O)[C@H]2[C@H]2CN=C(SCc3ccc(OC)cc3)N21,1.0,i,·,-1,0.2,-8,-20,3,-0.2,·
CCN(CC)CCC=C(c1cccs1)c1cccs1,-0.9,-7.1,·,-13,3.9,-10,11,1,3.2,·
Cc1ccc(S(=O)(=O)c2nnn3c2nc(N2CCOCC2)c2ccccc23)c(C)c1,-0.7,-12,2,38,-0.8,1,-13,6,3.1,-4
CCC(C)NC(=O)CSc1ncnc2sccc12 (stereo unspecified),0.6,i,-1,-8,-0.1,14,-4,0,0.1,20
CC(C)=NNc1nc(-c2ccccc2)c(C)s1,0.1,-0.4,4,0,-0.7,16,-5,-1,0.1,20
COc1ccc(OC)c(CNC(=O)C2CCC(=O)N2C(C)C)c1 (stereo unspecified),-0.9,-0.7,-4,1,0.0,-2,-12,-11,0.5,-13
COc1ccc(/C=N/c2oc(-c3ccccc3)cc2C#N)cc1,·,i,6,7,0.4,1,·,-7,-0.7,-11
Cc1c(CCN)ccc2c1[nH]c1ccccc12,0.2,i,1,-1,-0.8,9,-3,-14,-1.8,14
COC(=O)c1oc2ccc(Cl)cc2c1N,·,i,2,-4,0.9,-38,-13,4,0.8,1
O=C(C=C1NCCN1)c1ccccc1,-0.4,0.5,·,14,·,12,-6,·,·,·
CCN(C(=O)c1ccc(S(C)(=O)=O)cc1)C12CC3CC(CC(C3)C1)C2,2.2,-0.4,6,14,0.7,-1,-1,0,0.1,8
O=C(/C=C\c1ccc(-c2cccc([N+](=O)[O-])c2)o1)N1CCOCC1,0.4,-2.6,-1,-10,0.0,1,-6,7,0.9,12
COc1ccc(F)cc1C(=O)C1CCCN(Cc2cccn2-c2ccccn2)C1 (stereo unspecified),0.1,-0.7,3,9,-2.3,-7,1,0,-0.7,22
CCOC(=O)C1CCN(Cc2cnc(Oc3ccc(N)cc3)s2)CC1,·,i,-1,-7,0.1,0,1,-3,2.6,-13
COc1ccc(NC(=O)CCSc2ccc(C)cc2)cc1,-0.1,-0.2,3,1,0.1,-10,-8,0,0.3,-2
CCCCC(=O)Nc1nnc(SCC(=O)Nc2ccc(OC)cc2)s1,-0.2,-1.7,-2,-4,-1.2,-1,-11,2,-0.5,-12

# Entries of single compounds, looked up by structure. Screens in order: TcdB GH inh | BH1578 lux ind | SARS 3CLpro inh | Y pestis TopoI | PfHsp40 yeast | CCHFV vOTU inh | PriA SSB inh | Anthrax LF prot | BoNT-A LC inh2 | DUSP3 inh
# `CCCCC(=O)Nc1nnc(SCC(=O)Nc2ccc(OC)cc2)s1` in the list: -0.2 | -1.7 | -2 | -4 | -1.2 | -1 | -11 | 2 | -0.5 | -12
# `COc1ccc(OC)c(CNC(=O)C2CCC(=O)N2C(C)C)c1` (stereo unspecified) in the list: -0.9 | -0.7 | -4 | 1 | 0.0 | -2 | -12 | -11 | 0.5 | -13

# Other structures:
SMILES,TcdB GH inh,BH1578 lux ind,SARS 3CLpro inh,Y pestis TopoI,PfHsp40 yeast,CCHFV vOTU inh,PriA SSB inh,Anthrax LF prot,BoNT-A LC inh2,DUSP3 inh
COc1ccc(S(=O)(=O)N(CC(=O)NCCC(C)C)c2ccccc2)cc1OC,1.2,-1.2,2,-12,-0.5,9,-8,-1,-0.1,5
COc1ccccc1-c1cnc(C(O)c2cc(Cl)cc(Cl)c2)[nH]1 (stereo unspecified),0.0,-0.3,·,-4,·,1,·,-4,-0.1,·
Clc1ccccc1CNCc1ccc2c(c1)OCO2,1.0,i,·,7,·,2,·,-2,0.2,·
Cc1ccc(S(=O)(=O)Nc2cccc3cccnc23)cc1,·,-0.3,-1,7,?,11,-9,6,-0.1,18
COc1ccc(Cl)cc1NC(=O)Cn1nc(-c2ccc(C)cc2)n(C)c1=S,·,-0.7,-1,18,-0.4,-14,-16,0,0.3,5
CC(C)N(Cc1ccccc1)C(=O)CN1C(=O)NC2(CCOc3ccccc32)C1=O (stereo unspecified),1.1,-1.5,·,-3,-1.3,0,1,8,-0.2,·
Cc1cccc(C)c1NC(=O)CSc1ncnc2nc[nH]c12,-0.5,-0.4,5,-3,-0.1,-8,-18,2,-0.2,21
Cc1ccc(/C=C/C(=O)NCc2cccs2)o1,-1.4,-2.8,6,-4,-2.3,12,-1,1,-0.3,-9
O=C(Nc1cccnc1)c1cccc(F)c1,0.9,-0.2,0,2,-1.2,11,7,2,-1.7,5
O=c1[nH]c2ccccc2c(=O)n1-c1cccc(Cl)c1,·,-1.4,3,5,-0.9,3,-13,3,-0.1,3
Nc1ccn(C2OC(CO)C(O)C2F)c(=O)n1 (stereo unspecified),2.4,·,·,·,·,-4,·,3,-0.2,·
COc1cccc(C2CC(c3cccs3)=NN2C(=O)CCC(=O)O)c1OC (stereo unspecified),-3.5,-0.3,1,-2,-0.2,0,1,0,-2.0,-14
COCCOc1ccc(C(F)(F)F)cc1NC(=O)CN1C(=O)NC2(CCCc3ccccc32)C1=O (stereo unspecified),-3.4,·,·,-6,0.3,26,-7,-12,-0.5,·
COc1cccc(CN2CCC(C(=O)N3CCN(c4ccccc4F)CC3)CC2)c1OC,·,-0.4,-2,4,0.0,6,-8,0,-1.7,6
O=C(Cc1cn2ccsc2n1)NCc1ccccc1,-2.9,-0.5,2,-3,-1.1,2,7,-8,-0.9,4
CC(=O)Nc1ccc(OCC(O)Cn2cncn2)cc1 (stereo unspecified),0.6,0.2,3,0,-0.7,5,-10,-4,-3.3,·
O=[N+]([O-])c1cc(C(F)(F)F)ccc1Sc1nccn1Cc1ccccc1,·,i,2,25,-1.6,22,-8,0,-0.3,14
CC1=CC(C)(C)n2c(O)c(N=N)c3c(C)ccc1c32,6.1,0.1,2,-3,-1.3,19,23,-6,-0.8,-11
COc1ccc(C2C(C(=O)/C=C/c3ccco3)=C(O)C(=O)N2CCN2CCOCC2)cc1 (stereo unspecified),-2.9,i,-1,13,-0.4,2,-3,-1,-0.2,21
COc1ccc(NC(=O)c2cc(Cl)ccc2Cl)c([N+](=O)[O-])c1,-0.5,-3.8,4,1,-0.6,-1,6,1,-0.1,-2
Cc1cc(/C=N/n2cnnc2)c(C)n1-c1cccc(C(=O)O)c1,0.6,i,2,-3,-0.3,-13,·,-8,-0.2,0
Cc1ccccc1-n1c(O)c(/C=N/N2CCOCC2)c(=O)[nH]c1=S,·,-5.1,1,-3,-2.3,7,·,-2,0.0,-6
CC1CN(S(=O)(=O)c2ccc(C(=O)Nc3nncs3)cc2)CC(C)O1 (stereo unspecified),2.3,i,·,0,-0.7,9,-8,-1,0.9,·
CCN1C(=O)/C(=C2/C=Cc3cc(C)ccc3N2CC)N(C)C1=S,·,-0.3,0,-8,0.5,-13,-9,-2,3.1,19
NC(CCc1ccccc1)c1csc(NC(=O)Nc2ccccc2Oc2ccccc2)n1 (stereo unspecified),-5.8,-0.5,·,-2,·,18,·,-7,-0.5,·
# Continuation.
SMILES,TcdB GH inh,BH1578 lux ind,SARS 3CLpro inh,Y pestis TopoI,PfHsp40 yeast,CCHFV vOTU inh,PriA SSB inh,Anthrax LF prot,BoNT-A LC inh2,DUSP3 inh
CC(NC(=O)CCNC(=O)c1ccccc1Cl)C1CC2CCC1C2 (stereo unspecified),0.7,i,2,-4,-1.6,-7,-2,2,-0.2,1
CCOC(=O)CC1(NC(=O)c2cc(COc3ccc(F)c(F)c3)on2)CCCCC1,0.5,-0.3,8,27,0.3,6,-30,-1,-0.9,13
O=[N+]([O-])c1ccc(Cc2nnc(-c3ccccc3Cl)o2)cc1,1.1,i,2,4,0.0,-2,-2,-6,-0.2,-8
O=C(NCCSCc1c(F)cccc1Cl)c1ccco1,·,0.6,5,7,1.7,-2,-23,·,·,25
Cc1noc(C)c1CSc1ccccc1C(=O)Nc1nccs1,·,i,-1,-10,0.0,8,-4,1,-0.3,-15
CC(C)C[C@H](NC(=O)N1CCn2c1nc1ccccc12)C(=O)NCc1ccccc1,-0.7,-0.2,3,27,1.7,15,-11,-2,0.6,6
C[C@@H]1CC2=C(C(=O)OC(C)(C)O2)[C@H](c2ccc(Cl)cc2)O1,1.8,·,·,·,·,8,·,-5,-0.5,·
O=C(Nc1ccc(Cl)cc1C(=O)NCc1cccnc1)c1ccco1,·,-2.0,1,-9,0.1,-11,-15,-4,?,10
O=C(c1cnccn1)N1CCc2ccccc21,·,-1.2,2,2,0.1,-2,-8,-5,0.2,-6
O=C(Cn1[nH]c(=O)c2ccccc2c1=O)NC1CCCCCC1,·,i,-4,-6,0.2,10,-14,-1,-0.1,-10
CN1CCN(C(CNS(=O)(=O)c2ccc(F)cc2)c2cccnc2)CC1 (stereo unspecified),·,i,-2,-17,0.8,-4,-5,-7,-1.3,48
CC(=O)Oc1[nH]c(=O)c2cccc3c2c1CCC3,1.5,0.5,·,-1,·,-23,·,-2,0.0,·
COC(=O)C1CCCN1C(=O)COc1ccc(Cl)cc1Br (stereo unspecified),·,-0.9,0,-2,1.5,-3,-2,-1,-0.3,2
O=C(Nc1ccccc1)NC1CCCCC1,·,0.1,-1,-1,-0.7,-10,1,-3,-0.9,3
Cc1cccc2cc(COC(=O)c3ccccn3)c(=O)[nH]c12,·,i,1,6,-1.6,1,0,0,0.2,4
O=C(CSc1nncs1)Nc1ccc2c(c1)OCCO2,·,i,0,-6,-0.5,-2,-4,0,0.0,23
O=C(CSc1nnc(-c2cnccn2)n1Cc1ccco1)c1ccc(Cl)c(Cl)c1,·,·,4,5,-1.4,-3,2,3,-0.5,-1
O=[N+]([O-])c1ccc2[nH]c3nc4ccccc4nc3c2c1,-0.6,-0.3,5,-15,4.4,2,-13,-11,-6.4,1
Cc1c(C(=O)NCCSCc2cccc(C(F)(F)F)c2)cnn1-c1ccc(F)cc1,1.1,-0.8,6,16,101*,4,-7,-4,?,-15
COc1ccc2cc3cc(C(=O)N4CCCCC4C)oc3nc2c1 (stereo unspecified),0.6,i,5,26,-0.1,-12,-10,-1,4.5,-4
